Assay outcomes deposited in PubChem BioAssay by several laboratories.
Ba/F3 V617F tox – lowers viability of Ba/F3 cells expressing EpoR and JAK2V617F; ATP luminescence; inhibition, % at 5.6 µM; 220,000 compounds, 1.1% hits;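 active = inhibition above the campaign mean plus 3 SD over all tested compounds, cut at about 24% in these data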;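 also: cytokine-independent growth of Ba/F3 cells driven by EpoR plus mutant JAK2; 0% = DMSO-treated cells and 100% = JAK inhibitor I control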
S1P4 ag – human S1P4 receptor agonism. O95977. S1P4-expressing cell line, agonist reporter assay. activation, % at 4.98 µM. 220,000 compounds, 0.35% hits. AID 1509; in the data active = activation above about 11%;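 also: 0% = DMSO vehicle and 100% = reference agonist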
Target sequence (O95977 whole entry, looked up): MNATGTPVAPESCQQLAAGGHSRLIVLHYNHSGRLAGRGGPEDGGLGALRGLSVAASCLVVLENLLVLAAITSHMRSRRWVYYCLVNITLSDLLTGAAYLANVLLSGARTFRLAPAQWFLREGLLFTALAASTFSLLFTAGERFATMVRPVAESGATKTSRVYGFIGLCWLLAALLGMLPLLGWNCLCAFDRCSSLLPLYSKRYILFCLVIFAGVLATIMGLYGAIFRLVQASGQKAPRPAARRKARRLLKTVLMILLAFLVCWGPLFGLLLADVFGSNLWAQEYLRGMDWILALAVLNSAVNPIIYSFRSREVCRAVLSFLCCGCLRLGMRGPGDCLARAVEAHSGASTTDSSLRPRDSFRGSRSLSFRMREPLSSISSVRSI
NPY-Y1 antag – blocks the human neuropeptide Y Y1 receptor; P25929; HEK293-CNG Y1 cells, membrane potential fluorescence; NPY at EC95, then isoproterenol; inhibition, % at 3.6 µM; 200,000 compounds, 1% hits; AID 1040;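 active = inhibition above the campaign mean inhibition of all tested compounds plus 3 SD, cut at about 20% in these data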;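 also: 0% = DMSO wells given NPY plus isoproterenol and 100% = isoproterenol alone without NPY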
Target sequence (P25929 whole entry, looked up): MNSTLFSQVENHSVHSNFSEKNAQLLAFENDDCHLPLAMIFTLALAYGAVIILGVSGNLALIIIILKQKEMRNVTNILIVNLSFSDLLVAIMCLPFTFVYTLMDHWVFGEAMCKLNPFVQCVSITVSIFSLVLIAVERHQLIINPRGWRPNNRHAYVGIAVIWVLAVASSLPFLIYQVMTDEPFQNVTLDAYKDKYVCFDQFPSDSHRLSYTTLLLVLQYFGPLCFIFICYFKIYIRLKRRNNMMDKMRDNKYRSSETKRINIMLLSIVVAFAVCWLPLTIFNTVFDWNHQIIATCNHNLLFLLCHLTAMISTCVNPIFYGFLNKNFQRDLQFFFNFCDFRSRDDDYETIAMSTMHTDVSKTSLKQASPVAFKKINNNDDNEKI
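material = HEK293 cells with Y1 receptor plus CNG channel | also added = NPY 25 nM then isoproterenol 1 µM plus Ro 20-1724 25 µM | schedule = dye 3 h, compound 60 min room temperature, stimulation 45 min | measured by = membrane potential fluorescence | benchmarks = high control isoproterenol alone, low control NPY with isoproterenol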
NPY-Y1 PAM-ag – potentiates or activates human NPY-Y1 receptor | NPY-Y1 expressing cells, potentiator/agonist activation | activation, % at 3.6 µM | 220,000 compounds, 0.37% hits | AID 1304; in the data active = activation above about 33%, passing the limit was not always enough;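 also: cells stimulated with NPY at EC10 then isoproterenol at EC100; 0% = low agonist plus stimulus and 100% = saturating agonist plus stimulus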
BaF3 parental – reduces parental Ba/F3 cell viability, JAK2V617F counter-screen; CellTiter-Glo ATP luminescence; inhibition, % at 5.6 µM; 220,000 compounds, 1.1% hits;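 active = inhibition above a per-campaign cutoff, the mean inhibition of all tested compounds plus 3 SD, cut at about 27% in these data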;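 also: 0% = DMSO wells and 100% = JAK Inhibitor I control wells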
S1P4 antagonist – human S1P4 receptor antagonism; O95977; S1P4-expressing cells, antagonist mode, reporter read-out; inhibition, % at 4.98 µM; 220,000 compounds, 0.26% hits; AID 1510; in the data active = inhibition above about 29%;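 also: 0% = wells stimulated with agonist and 100% = vehicle wells without agonist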
Runt-CBFb FRET – blocks binding of human RUNX1 Runt domain to CBFb. inhibition, % at 20 µM. 220,000 compounds, 0.46% hits. Cerulean-Runt/Venus-CBFb FRET ratio 530/480, 1 h. Q01196+Q13951. AID 1496;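 active = inhibition over about 50% at 20 µM in the single-dose screen, limit read from the data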;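 also: 0% = DMSO wells and 100% = excess unlabeled CBFb competitor control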
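test system = Cerulean-Runt domain fusion protein, energy donor | probe or stimulus = Venus-CBFb binding partner, 100 nM | incubation = two 1 h room-temperature incubations shielded from light | detection = fluorescence energy transfer, 422 nm excitation, 530/480 nm emission | measure = loss of energy transfer signal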
NPY-Y2 PAM-ag – potentiates or activates human NPY-Y2 receptor. 220,000 compounds, 0.45% hits. cells expressing NPY-Y2, potentiator/agonist read-out. AID 1359. P49146. activation, % at 3.6 µM; in the data active = activation above about 27%;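 also: cells stimulated with NPY near EC25 plus isoproterenol at EC100; 0% = vehicle plus submaximal agonist and 100% = vehicle plus saturating agonist; some results beyond the cut were filed as inactive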
RBBP9 inhibitor – human RBBP9 hydrolase inhibition | O75884 | recombinant RBBP9, FP-Rh probe fluorescence polarization | inhibition, % at 7.94 µM | 220,000 compounds, 0.2% hits;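 active = inhibition above the campaign mean of all tested compounds plus 3 SD, cut at about 14% in these data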;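 also: plate controls were DMSO wells with RBBP9 for no effect and wells lacking RBBP9 protein for full effect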
Target sequence (O75884 whole entry, looked up): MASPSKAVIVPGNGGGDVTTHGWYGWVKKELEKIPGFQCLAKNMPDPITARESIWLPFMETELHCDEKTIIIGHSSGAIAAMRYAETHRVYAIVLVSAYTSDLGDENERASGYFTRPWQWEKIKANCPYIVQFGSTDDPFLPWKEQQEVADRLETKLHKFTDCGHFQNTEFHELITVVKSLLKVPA
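Assay system: recombinant human RBBP9; Reagent: Serine-hydrolase probe FP-Rh, 375 nM pre-mixing; Doses: 7.94 µM single dose, 0.794% DMSO; Incubation: 30 min then 45 min, 25 °C; Detection: fluorescence polarization (mP), excitation 525 nm, emission 598 nm; Evaluation: percent inhibition from mP, scaled between DMSO and no-protein wells.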
* = called active by the depositor; / = not tested or not shown.

SMILES	Ba/F3 V617F tox	S1P4 ag	NPY-Y1 antag	NPY-Y1 PAM-ag	BaF3 parental	S1P4 antagonist	Runt-CBFb FRET	NPY-Y2 PAM-ag	RBBP9 inhibitor
O=C(Nc1nc(-c2ccc(F)c(F)c2)cs1)c1cc([N+](=O)[O-])ccc1N1CCOCC1	-3	-0.7	2	-3	5	-11	0	1	-7
O=C(NCC1CCCN(C(=O)c2cscn2)C1)c1ccc(-c2ccccc2)cc1 (configuration not stated)	-1	2.2	-3	-8	2	-16	-1	-1	-10
O=C(CSc1ccc2nnc(-c3ccccn3)n2n1)N1CCN(c2ccccc2)CC1	0	0.1	1	-3	7	-8	2	4	-5
O=C(CN1C(=O)c2ccccc2C1=O)Nc1ccc(-c2nc3ccccc3o2)cc1	2	2.8	-6	-8	3	-18	1	5	-6
CC12CC3(C)CC(C)(C1)CC(C(=O)Nc1nn[nH]n1)(C2)C3	-3	-3.5	-2	-9	2	-20	3	9	9
O=C1CC(=O)CC(c2ccccc2)C1	5	-2.9	4	-15	3	-11	1	1	-8
CC(C)c1ccc(C(=O)N(c2ccccn2)C(C)c2ccco2)cc1 (configuration not stated)	-1	-1.6	1	-4	5	-17	-2	-10	-8
Cc1ccc(-c2nn(CC(N)=O)c(=O)c3ccccc23)cc1S(=O)(=O)N(C)C	-1	-0.7	6	-6	5	-1	1	6	-6
CCOc1cccc2cc(C(=O)Nc3cc(C)on3)c(=O)oc12	-2	1.5	-6	-10	3	-29	-2	1	0
COc1ccc(NC(=O)CCN2C(=O)c3ccccc3S2(=O)=O)cc1	5	0.8	9	-17	9	0	1	-16	1
CC(=O)c1cccc(S(=O)(=O)N2CCCC(c3nc(-c4ccc(C)o4)no3)C2)c1 (configuration not stated)	1	1.6	2	-24	5	-13	-4	-9	-2
COc1ccc(-c2[nH]ncc2CN(C)CCc2c(C)n[nH]c2C)c(F)c1	-2	0.3	-2	0	6	-12	-1	-16	-3
CCCc1nc(SCC(N)=O)[nH]c(=O)c1CC	-5	2.2	0	1	5	-7	1	12	-9
CC(C)(C)NC(=O)COC(=O)c1ccc(F)cc1Cl	2	1.1	4	2	1	-1	-2	0	-14
CC1(C)CC(=O)C2=C(C1)N(C1CCCCC1)C(=O)C2(O)C(F)(F)F (configuration not stated)	-3	0.3	0	16	5	-8	0	9	-3
COc1ccc(C2C3=C(CCCC3=O)Nc3c(-c4ccccc4)c(C)nn32)cc1 (configuration not stated)	-3	-1.0	3	20	1	-6	1	19	-4
COc1ccc(NC(=O)/C=C/c2ccccc2[N+](=O)[O-])c(OC)c1	3	1.1	0	-1	4	-11	3	-1	1
COc1ccc(-n2cnc3c(cnn3CCC#N)c2=N)cc1	-2	0.2	1	2	1	7	-3	4	0
CN(C)c1nc(OCCNC(=O)COc2ccccc2Cl)nc(N(C)C)n1	-2	2.6	4	-27	4	-5	-3	-10	-11
O=C(NCCSCc1ccccc1)c1ccccc1	2	-0.2	-5	10	7	-6	0	-3	-10
CSc1ccc(-c2c(C#N)c(N)nc3c2c(C)nn3-c2ccccc2)cc1	0	-3.4	4	-1	2	-16	-1	0	-2
Cc1ccccc1CNC(=O)c1ccccc1C(=O)O	1	0.2	-1	-13	0	-8	1	-6	-3
CCOC(=O)C(CC)Sc1nc2c(c(=O)[nH]c(=O)n2C)n1C/C=C(/C)Cl (configuration not stated)	-3	-0.3	0	-21	0	0	4	-16	2
Cc1ccc(CNc2oc(-c3ccco3)nc2S(=O)(=O)c2ccccc2)cc1	1	3.1	6	-26	1	12	-3	-3	-2
O=C(/C=C/c1ccc([N+](=O)[O-])cc1)NCCSCc1ccco1	2	0.7	7	-3	5	-6	1	6	-4
The listing continues:
SMILES	Ba/F3 V617F tox	S1P4 ag	NPY-Y1 antag	NPY-Y1 PAM-ag	BaF3 parental	S1P4 antagonist	Runt-CBFb FRET	NPY-Y2 PAM-ag	RBBP9 inhibitor
Cc1cc(=S)c2ccccc2[nH]1	0	-0.9	/	-12	0	17	4	-6	-3
CCOC(=O)CSc1nc(N)c(C#N)c(-c2ccc(OCC)cc2)c1C#N	0	-0.4	1	-17	3	-4	0	-42	-9
Cc1nn2c(C)c(C(=O)Nc3ccccc3)cnc2c1C#N	2	1.4	-1	-3	8	-3	0	-16	-1
Cc1cc(Cl)ccc1NC(=S)NCc1cccs1	1	0.5	2	-7	3	-7	-1	3	-7
CC(Cn1cnc2ccccc21)C(=O)O (configuration not stated)	-4	2.6	-3	21	4	-1	-2	-2	15*
CC(=O)Nc1cn(C(C)=O)c(C)n1	-1	0.1	-2	0	3	3	-1	5	-7
CC(=O)Nc1nc(C2CC2)cc(-c2ccccc2)c1C#N	-1	-2.0	2	6	2	-6	-1	-4	7
O=c1[nH]c(/C=C2\C=Nc3ccccc32)c(O)n1Cc1ccccc1F	99*	2.7	-9	28	67*	21	4	30	2
CCN(CC)S(=O)(=O)c1csc(C(=O)NCc2ccccc2)c1	5	1.5	-2	13	12	-7	1	-18	-1
CCOC(=O)N1CCN(C(=O)COc2cccc3c2CCN(CC)C3=O)CC1	-1	0.7	1	7	3	-1	-1	6	-6
O=C(O)CSCC(=O)NCc1ccc(Cl)cc1Cl	3	0.3	7	8	6	1	3	-4	-7
COc1cccc(N2CC(=O)N(NC(=O)CSc3nc(C)cc(C)c3C#N)CC2=O)c1	1	0.4	0	10	5	8	0	21	-3
CCOC(=O)c1nn(-c2ccc(OCC)cc2)c2nc(-c3cccc(OC)c3)c(C#N)c(=O)n12	0	-0.3	6	-16	5	-17	0	10	-8
CCOC(=O)N1CCN(C(=O)CN(c2ccc(C)c(C)c2)S(=O)(=O)c2ccccc2)CC1	0	-0.4	-1	-1	3	-9	-3	-3	-3
NC(=O)c1nsc(C(=O)N(CCc2ccccc2)C(C(=O)NC2CCCC2)c2ccco2)c1N (configuration not stated)	-2	-2.5	16	8	1	-10	4	-17	-5
OCC1(Cc2ccccc2)CCN(Cc2cccc(F)c2F)CC1	0	0.4	5	-9	3	-3	-2	-1	-4
CCC(C(=O)NCc1ccco1)N(C(=O)CNS(=O)(=O)c1ccccc1)c1ccc(OC)cc1 (configuration not stated)	-2	2.3	-4	13	3	0	0	0	1
Cc1cc(CSc2ccccc2)ccc1NC(=O)c1ccc(Cl)c([N+](=O)[O-])c1	-2	0.9	-5	-20	0	-11	-1	-13	1
COCCCN1C(=O)C(=O)/C(=C(/O)c2ccc3c(c2)CC(C)O3)C1c1cccnc1 (configuration not stated)	-2	1.6	1	0	2	-15	1	-1	-7
Cc1ccc(C)c(-c2csc(NC(=O)c3cnccn3)n2)c1	-2	0.9	3	6	7	-6	/	2	1
CC1(C)OC(=O)C(=NNc2ccc(O)cc2)C(=O)O1	36*	-0.4	2	2	53*	-16	-4	5	-9
c1ccc(-c2csc(Nc3cccnc3)n2)nc1	-4	2.5	-4	16	1	-4	1	5	12
CCCN1C(=O)c2ccc(C(=O)Nc3cc(C)on3)cc2C1=O	-1	-3.1	10	8	9	7	-2	6	-2
CC1=CC(C)(C)N2C(=O)C3(C(C#N)=C(N)Oc4cc(C)oc(=O)c43)c3cc(C)cc1c32 (configuration not stated)	-3	0.1	-2	6	3	-3	/	7	-10
NS(=O)(=O)c1ccc(NC(=O)/C=C/c2cccc(Cl)c2)cc1	0	1.0	12	14	3	-10	-2	19	-9
The list continues:
SMILES	Ba/F3 V617F tox	S1P4 ag	NPY-Y1 antag	NPY-Y1 PAM-ag	BaF3 parental	S1P4 antagonist	Runt-CBFb FRET	NPY-Y2 PAM-ag	RBBP9 inhibitor
CCN(Cc1nc2cc(OC)c(OC)cc2c(=O)[nH]1)C(=O)c1ccc(S(=O)(=O)N(C)C)cc1	12	2.4	-5	-12	16	-206	2	7	-3
COc1ccc2c(c1OC)C(=O)N(c1ccc(C)cc1)C2	-2	-2.0	/	15	2	-3	1	-24	-10
O=C(OC(C(=O)Nc1ccc(Cl)cc1C(F)(F)F)c1ccccc1)C1=COCCO1 (configuration not stated)	-2	2.2	-1	-39	1	-10	-5	-6	-8
O=C(c1n[nH]c2c1CCCC2)n1ccnc1	-2	0.4	1	12	1	-28	2	10	-6
NC(=O)NOCc1c(Cl)cccc1Cl	0	0.9	2	-6	6	-19	1	-5	-10
CCOC(=O)c1ccc(NNC(=O)CC)c([N+](=O)[O-])c1	-4	1.5	-2	5	2	-32	1	3	-5
N#C/C(=C/c1ccc(-c2ccc(S(N)(=O)=O)cc2)o1)C(=O)Nc1ccccc1	-3	-2.4	-1	-3	3	-7	-68	1	-13
Cc1ccc(C(=O)Nc2ccccc2C(=O)NC(C(=O)O)C(C)C)cc1 (configuration not stated)	0	-1.2	1	-6	7	-11	-3	-7	-3
CCCOC(=O)CSc1nnc(-c2ccccc2Cl)o1	-3	1.9	10	-15	-3	7	1	-8	-3
CC1CCc2c(C(=O)Nc3ccc(N4CCOCC4)cc3)csc2C1 (configuration not stated)	1	0.9	2	24	-1	-2	-2	0	0
CCOC(=O)c1nnc(-c2ccccc2)nc1N1CCSCC1	-1	0.1	1	-17	6	6	-3	5	2
COc1cccc(C(=O)Nc2ccc(S(=O)(=O)Nc3onc(C)c3C)cc2)c1	-4	-0.9	4	3	3	5	-3	16	-10
O=C(Nc1nc(-c2ccccn2)cs1)c1ccc2c(c1)OCCO2	-1	0.1	-2	-25	-2	7	2	-24	1
c1cnc(-c2nnc3n2CCCCC3)cn1	3	-0.4	3	-21	0	-1	-1	-5	-9
c1ccc2nc(N3CCOCC3)c(N3CCOCC3)nc2c1	-4	-0.9	1	-20	5	-23	0	-14	-9
COc1ccc(NC(=O)Cc2c[nH]c3ccccc23)cc1S(=O)(=O)N1CCOCC1	0	-0.4	-5	16	8	-4	0	3	-1
Cc1c(NS(=O)(=O)c2ccc(NCC3CCCO3)c([N+](=O)[O-])c2)c(=O)n(-c2ccccc2)n1C (configuration not stated)	-2	0.8	-2	-1	3	-9	-1	0	-7
Cc1ccccc1/C=N/NC(=O)Cn1cnc([N+](=O)[O-])n1	-1	4.0	7	111*	4	1	3	11	12
Clc1cccc(CN2CCC(Cc3ccccc3)CC2)c1	5	-4.7	12	-7	7	-4	0	-19	-3
O=C(NCc1ccc2c(c1)CCO2)Nc1ccccc1	2	0.6	/	-12	-3	3	-1	-3	3
